N370S GC mod: qHTS Assay for Inhibitors and Activators of N370S glucocerebrosidase as a Potential Chaperone Treatment of Gaucher Disease; AID 2101, 2009; Lysosomal acid glucosylceramidase (Homo sapiens), P04062; 330,000 compounds, 0.092% hits; N370S GC spleen homogenate, 4MU-glucoside fluorescence; Potency, µM (doses to about 59.4 µM), for inactives: at the top dose activity change, negative = inhibition, actives largely listed as inhibitors;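 note: 0% = full enzyme activity and -100% = no enzyme basal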
FEN1 inh: qHTS Assay for the Inhibitors of Human Flap endonuclease 1 (FEN1) | P39748 | Recombinant FEN1 flap cleavage, fluorescence, 15 min | Potency, µM (top dose mostly 114 µM), without a hit: top-dose activity change, negative = inhibition, hits mostly inhibitors | 390,000 compounds, 0.35% hits; note: nearly all actives have a fitted effect of over 65% in size
Target sequence (P39748 whole entry, looked up): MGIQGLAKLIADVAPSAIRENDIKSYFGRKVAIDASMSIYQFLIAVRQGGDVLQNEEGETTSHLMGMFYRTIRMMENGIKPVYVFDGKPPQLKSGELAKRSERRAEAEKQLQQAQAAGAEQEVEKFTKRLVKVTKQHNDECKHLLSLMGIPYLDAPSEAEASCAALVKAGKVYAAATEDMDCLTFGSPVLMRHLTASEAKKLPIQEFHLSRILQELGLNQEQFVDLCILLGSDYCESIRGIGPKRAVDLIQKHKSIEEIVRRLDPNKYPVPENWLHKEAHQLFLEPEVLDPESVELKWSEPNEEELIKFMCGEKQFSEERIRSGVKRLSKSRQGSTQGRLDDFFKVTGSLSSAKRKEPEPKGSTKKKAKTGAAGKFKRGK
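Steps: FEN1 (10 nM) dispensed; compound added by pin tool; 15 min at room temperature; substrate added to 50 nM final; reads at 0 min and 15 min; data normalized and fitted (four-parameter Hill).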
TDP1 cell CPT: qHTS for Inhibitors of human tyrosyl-DNA phosphodiesterase 1 (TDP1): qHTS in cells in presence of CPT | chicken DT40 Tdp1-/-;hTDP1 cells + 20 nM CPT, ATP luminescence, 48 h | Potency, µM (highest dose often 46.2 µM), without a hit: at the highest dose activity change, negative = growth inhibition, hits mostly inhibitors | 420,000 compounds, 12% hits | AID 686979, 2013; note: nearly all actives have a fitted effect of over 55% in size
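Chicken DT40 Tdp1-/- cells stably complemented with human TDP1 were seeded at 400 cells/well in medium containing 20 nM camptothecin, exposed to pin-transferred compounds, and grown at 37 °C for at least 48 hr. Viability was read as ATP luminescence.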
* hit, by the source's call; ? = inconclusive; . = no result given; & = joins results of further samples; [ ] = remark or other dose. Calls come from the whole dose curve; as a rule, active = well fitted curve in the direction sought with a large enough effect; inconclusive = small, poorly fitted or top-dose-only effect, or another doubt; inactive = no such curve, though single readings can be large; an effect the other way counts as inactive or inconclusive. Unless noted, % is set by controls: 0 for no effect and ±100 for the full control effect; potency is the fitted concentration of half-maximal effect. These rows are one share of the data. The share of hits here may be higher or lower than overall.

SMILES	N370S GC mod	FEN1 inh	TDP1 cell CPT
Cc1cccc(N2CCN(S(=O)(=O)c3ccc4c(c3)CC(=O)N4C)CC2)c1C	-4%	-2%&10%	-21%&-19%
COc1cc(OC)cc(-c2c(C#Cc3ccsc3)c3cc(Br)ccc3n2C)c1	.	10%	-24%
COc1ccc(/C(O)=C/C(=O)C(=O)Nc2c(C)n(C)n(-c3ccccc3)c2=O)cc1	-2%	12%	0%
CC1=Nc2ccccc2/C1=C\c1nc(-c2ccc(C(F)(F)F)cc2)oc1O	6%	-9%	?
CC(C)CN(C(=O)COC(=O)/C=C/c1cccs1)c1c(N)n(Cc2ccccc2)c(=O)[nH]c1=O	-3%	-1%	1%
Fc1ccc(CNc2ncccn2)cc1	-8%	8%	-7%
COC(=O)c1ccc(-c2ccc(/C=N/NC(=O)Cc3nnc(N)s3)o2)cc1	-1%	-12%	1%
O=C(NCCc1ccc(F)cc1)c1ccc(NS(=O)(=O)c2ccc3[nH]c(=O)[nH]c3c2)cc1	-12%	4%	8%
COC(=O)c1ccccc1NC(=O)c1nc(S(=O)(=O)Cc2ccccc2F)ncc1Cl	.	24%	-11%
Cc1ccc(NC(=S)NNC(=O)c2ccc(N3CCOCC3)c([N+](=O)[O-])c2)cc1C	-7%	0%	-15%
CCOC(=O)COc1ccc2nsnc2c1Cl	5%	5%	-21%
CCOc1cc(S(=O)(=O)Nc2cc(C)cc(C)c2)ccc1Cl	-6%	-8%	16µM*
COC(=O)c1cc2c(C)nn(-c3ccccc3)c2s1	-15%	-2%	25%
CCc1ccc(CN/C=C/C(=O)c2ccc(Br)cc2)cc1	15%	1%	-16%
Cc1ccccc1N1CCN(CC(=O)NCc2ccc(Cl)cc2)CC1	-12%	1%	?
CC(NC(=O)c1cn(C(C)c2ccccc2F)nn1)c1ccncc1 (configuration not stated)	3%	17%	-20%
Cc1ccc(CSCCNC(=O)c2ccc(N(C)S(=O)(=O)c3ccccc3)cc2)cc1	15%	-1%	?
O=C(O)c1cccc(Cn2cccn2)c1	-24%	1%	-10%
Cc1ccc(CN(c2ccc(C(=O)Nc3cccnc3)cc2)S(C)(=O)=O)cc1	?	-4%	-16%
COc1cc(CCC(=O)OCC(=O)Nc2cc(S(=O)(=O)N3CCOCC3)ccc2Cl)cc(OC)c1OC	.	-9%	-17%
CN(Cc1ccco1)c1ccnc(-c2ccccc2C(F)(F)F)n1	-14%	.	?
COC(=O)c1ccccc1NC(=O)CCNC(=O)Cn1cnc2ccccc2c1=O	-23%	10%	6%
CC(=O)N1c2ccc(S(=O)(=O)NCCC(=O)Nc3ccc(OC(F)(F)F)cc3)cc2CC1C (configuration not stated)	-15%	-21%	18µM*
COc1cc(/C=C(\C#N)c2nc3ccccc3[nH]2)cc(OC)c1O	-15%	40µM*	16µM*
CN(C)/C=N/c1nc2c(ncn2C2CC(O)C(CO)O2)c(=O)[nH]1 (configuration not stated)	.	1%	-14%
SMILES	N370S GC mod	FEN1 inh	TDP1 cell CPT
O=C(C[C@H]1C/C=C\CC[C@@H](Cc2ccc(F)cc2)C(=O)O[C@@H](c2ccccc2)CNC1=O)N[C@@H](CO)Cc1ccccc1	.	?	-20%
CN(Cc1ccccc1)S(=O)(=O)c1ccc(-c2cnc(C3CC3)o2)cc1	.	-11%	?
Clc1ccccc1N1CCN(c2ncnc3c2c(-c2ccccc2)cn3-c2ccccc2)CC1	.	-2%	?
CN(c1ccc(OCCOc2ccccc2Cl)cc1)S(=O)(=O)c1ccccc1	.	0%	?
Cc1csc(SC(C)C(=O)Nc2ccc(S(=O)(=O)N3CCCC3)cc2)n1 (configuration not stated)	0%	-8%	-5%
Cc1ccc(NC(=O)C2CCCN2S(=O)(=O)c2cccc3nsnc23)c(Br)c1 (configuration not stated)	.	-16%	?
COc1cccc(NC(=O)NC2(C(=O)N3CCN(C)CC3)CCCCC2)c1	-7%	0%	-12%
CCc1nn(CCCC(=O)NCc2ccccc2OC)c(=O)c2cc3occc3n12	.	-14%	-20%
Cc1ccc(NC(=O)C(Cc2ccccc2)NS(=O)(=O)c2cccc3nsnc23)c(C)c1 (configuration not stated)	.	4%	-14%
Cc1c(C(=O)N2CCN(c3ccccn3)CC2)cccc1[N+](=O)[O-]	-1%	2%	-8%
Nc1nc2c(ncn2[C@@H]2O[C@H](CO)[C@@H](O)[C@H]2O)c(=O)[nH]1	-4%	.	18%
O=C(Cn1cc([N+](=O)[O-])ccc1=O)Nc1ccc2c(c1)OCO2	.	0%	-3%
Cc1ccc2cc(CN(CC3CCCO3)C(=S)NCc3ccco3)c(=O)[nH]c2c1 (configuration not stated)	?	-14%	-2%
Cc1cccc(C)c1NC(=O)c1cc(S(=O)(=O)N2CCCc3ccccc32)ccc1F	.	-15%	10µM*
CCCc1ccc(-c2cc(NC(=O)CSc3n[nH]c(N)n3)n(-c3ccccc3)n2)cc1	0%	-18%	?
O=C(OCc1nc2ccccc2s1)c1cccc(S(=O)(=O)N2CCOCC2)c1	3%[2.35 µM]	-15%	9%
COc1ccc(S(=O)(=O)N(CC(=O)NCC2CCCO2)Cc2ccccc2)cc1C (configuration not stated)	-3%	-4%	?
CCOC(=O)c1sc(NC(=O)c2ccc(S(=O)(=O)N3CCOCC3)cc2)cc1C	5%	-21%	?
CSc1sc(-c2nnc(SCC(=O)Nc3ccccc3)n2C)c2c1C=CCC2	-2%	5%	?
Cc1ccc(NC(=S)NCCSc2ccc(Cl)cc2)cc1	3%	-15%	-27%
O=C(NCc1cccs1)c1cccnc1SCCS(=O)(=O)c1ccc(C(F)(F)F)cn1	-2%	-6%	?
COc1c(C(=O)Nc2ccc3[nH]c(=O)[nH]c3c2)cc2ccccc2c1Br	0%	1%	?
CCCc1nnc(NC(=O)c2cn(CC)c3cc(N4CCN(C)CC4)c(F)cc3c2=O)s1	-14%	-8%	14%
CSc1nnc(-c2sc3cc(Cl)ccc3c2Cl)n1C	4%	-4%	?
COC(=O)C(Cc1ccccc1)NC(=O)CNC(=O)c1ccc(Br)cc1 (configuration not stated)	4%	0%	6%
SMILES	N370S GC mod	FEN1 inh	TDP1 cell CPT
O=C1NCC(c2ccccc2)C1C(=O)N/N=C/c1ccc(Cl)s1 (configuration not stated)	1%	-6%	6%
COc1ccc(N2C(=O)CS(=O)(=O)C23C(=O)N(Cc2ccc(F)cc2)c2ccc(C)cc23)cc1 (configuration not stated)	.	14%	?
COc1ccc(NC(=O)CC2C(=O)Nc3ccccc3N2CC(=O)N2CCCC2)cc1 (configuration not stated)	.	13%	3%
Cc1ccc(/C=C2\SC(=S)N(C3CCS(=O)(=O)C3)C2=O)cc1 (configuration not stated)	-14%	6%	?
COc1ccc2c(=O)c3c(=O)n(Cc4ccco4)c(-c4ccc(C)cc4)nc3oc2c1	15%	-4%	?
CCNc1ccc(C(=O)N/N=C/c2c(C)nn(-c3ccccc3)c2N2CCCC2)cc1[N+](=O)[O-]	2%	3%	18µM*
CN(Cc1ccccc1)Cc1nc2c(c(=O)n(C)c(=O)n2C)n1CCc1ccccc1	.	1%	13µM*
COc1ccc(NC(=O)CC2C(=O)N(C)C(=S)N2Cc2cccs2)cc1 (configuration not stated)	1%	7%	12%
Cc1nn(C)c(Cl)c1CN1CCN(C2CCCC2)C(CCO)C1 (configuration not stated)	-10%	-10%	-1%
O=C(O)CC(NC(=O)CCc1ccccc1)c1ccc(Cl)cc1 (configuration not stated)	-19%	1%	5%
C=CCc1c(C)nc2nc(SCC(=O)Nc3ccccc3CC)nn2c1C	.	5%	-30%
COc1cccc(NC(=O)c2cc(CN3CCOCC3)on2)c1	.	-2%	17%
Cc1cccc(C)c1-n1ncc(C(=O)Nc2ccc3c(c2)OCCO3)c1C1CCN(C(=O)OC(C)(C)C)CC1	.	-25%	?
O=S(=O)(c1ccc(Br)cc1)c1nc(-c2cccs2)oc1SCc1ccc(F)cc1	.	-8%	?
Cc1ccc(C)c(SCC(=O)Nc2oc(C)c3c(C)n[nH]c(=O)c23)c1	-2%	-5%	-14%
CS(=O)(=O)N(CC(=O)NCc1ccncc1)c1cc(Cl)cc(Cl)c1	3%	-6%	2%
CCOC(=O)c1ccccc1NC(=O)CC1SC(=NC)N(C)C1=O (configuration not stated)	3%	11%	-6%
O=C(NCc1ccc(Cl)cc1)c1cccc(NC(=O)c2ccccc2)c1	7%	-2%	?
O=C(Nc1nc2ccc(S(=O)(=O)N3CCCC3)cc2s1)c1cccc(F)c1	.	-6%	?
C=CCNC(=S)Nc1cc(S(=O)(=O)N2CCOCC2)ccc1-n1cncn1	10%	-7%	5%
CCOc1ccc(-n2c(C)cc(/C=N/NC(=O)C(N)=O)c2C)cc1	-12%	-13%	5%
CCC(=O)Nc1c(C#N)c2nc3ccccc3nc2n1-c1ccc(C)cc1	.	-10%	-7%
CCOC(=O)N1CCN(CC(=O)Nc2nnc(C(F)(F)F)s2)CC1	-4%	2%	-12%
CCc1cc(=O)oc2cc(C)cc(OCC(=O)NCCc3c[nH]c4ccccc34)c12	5%	-20%	?
Cc1nn(-c2ccccc2)c(C)c1C(=O)OCC(=O)NC(=O)NC1CCCCC1	4%	7%	?

Full records as entered above.
CN(Cc1ccccc1)Cc1nc2c(c(=O)n(C)c(=O)n2C)n1CCc1ccccc1 across the screens: N370S GC mod: .; FEN1 inh: 1%; TDP1 cell CPT: 13µM*
CS(=O)(=O)N(CC(=O)NCc1ccncc1)c1cc(Cl)cc(Cl)c1 across the screens: N370S GC mod: 3%; FEN1 inh: -6%; TDP1 cell CPT: 2%
O=C(NCc1cccs1)c1cccnc1SCCS(=O)(=O)c1ccc(C(F)(F)F)cn1 across the screens: N370S GC mod: -2%; FEN1 inh: -6%; TDP1 cell CPT: ?

Part of the list above, with each value named.
COc1cccc(NC(=O)c2cc(CN3CCOCC3)on2)c1
  N370S GC mod: . | FEN1 inh: -2% | TDP1 cell CPT: 17%

Cc1cccc(C)c1-n1ncc(C(=O)Nc2ccc3c(c2)OCCO3)c1C1CCN(C(=O)OC(C)(C)C)CC1
  N370S GC mod: . | FEN1 inh: -25% | TDP1 cell CPT: ?

O=S(=O)(c1ccc(Br)cc1)c1nc(-c2cccs2)oc1SCc1ccc(F)cc1
  N370S GC mod: . | FEN1 inh: -8% | TDP1 cell CPT: ?

(next part)
SMILES	N370S GC mod	FEN1 inh	TDP1 cell CPT
CCCC(=O)Nc1nc2nc(-c3ccccc3)cc(-c3ccccc3)n2n1	-1%[12.8 µM]	0%	?
Cc1cc(NC(=O)CSc2nnc(C)n2C)no1	-5%	-4%	0%
Cc1ccc(NC(=O)N2CCN(C(=O)c3ccco3)CC2)cc1Cl	-1%	12%	-20%
CSCCC(NS(=O)(=O)c1ccc2c(c1)oc(=O)n2C)C(=O)NCc1cccs1 (configuration not stated)	12%	11%	0%
C[C@@H]1C=CC(=O)O[C@@H]1c1ccc(Cl)cc1	-6%	13%	7.3µM*
CCOC(=O)COc1ccc2c(c1)C(=O)CC(C)(C)O2	20%	-13%	2%
Cc1onc(-c2ccccc2Cl)c1C(=O)Oc1cc(F)cc(F)c1	.	-16%	-16%
O=C(N/N=C/c1ccccn1)c1cc(-c2ccc(Br)s2)[nH]n1	-1%	-8%	?
CCOC(=O)Nc1ccc2c(c1)N(CCCN(C)C)c1ccccc1CC2	-15%	13%	23µM*
Cc1ccccc1N1CCN(C(=S)c2ccc(-c3cccc([N+](=O)[O-])c3)o2)CC1	-2%	2%	?
CCOCCCNC(=O)CCNS(=O)(=O)c1ccc(C)cc1	7%	-2%	-18%
CC[n+]1ccccc1/C=C1\Sc2ccc(C)cc2N1C	-15%	4%	0.46µM*
COc1ccc(NC(=O)CSc2nc3c(c(-c4cccs4)c2C#N)CN(C)CC3)cc1OC	-2%	-1%	29µM*
O=C(NC1CCCCC1)C1CC(=O)N(CCc2ccc(F)cc2)C1 (configuration not stated)	2%	-4%	-5%
O=C(c1ccco1)N1CCN(c2cc(N3CCOCC3)c(F)cc2[N+](=O)[O-])CC1	-5%	1%	-4%
Cn1nc([N+](=O)[O-])nc1Oc1ccccc1N	-1%	0%	-6%
O=C(NCc1ccccc1)C1=C[C@H](c2ccc3c(c2)OCO3)C[C@H](OCc2ccc(CO)cc2)O1	.	-13%	6.5µM*
N#Cc1c2nc3ccccc3nc2n2cc(NC(=O)c3ccc(F)cc3)ccc12	7%	?	4.1µM*
COc1ccccc1/C=C/C=N/NC(=O)c1cccs1	-10%	-1%	21µM*
CCOc1cc(CNS(=O)(=O)c2ccc3c(c2)C(C)(C)C(=O)N3)cc(OCC)c1OCC	.	-1%	-14%
CS(=O)(=O)Oc1ccccc1/C=C1/N=C(c2ccc(F)cc2)OC1=O	-3%	-1%	9%
O=C(/C=C/c1ccccc1)Oc1coc(CSc2ncccn2)cc1=O	17%	11%	-2%
CCn1c(=O)cc(OCC(=O)NCc2ccco2)c2ccccc21	-1%	10%	2%
